LDHA inh: qHTS assay for inhibitors of human lactate dehydrogenase; purified LDHA, NADH/diaphorase-resazurin fluorescence; active compounds read low; activity change, % (values are at about 110 or 230 µM); 480,000 tested, 0.15% active; AID 1347041, 2019; in the data active = activity change below about -30%; inconclusive = mostly about -25% to -30%;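 note: plate controls were DMSO wells for no effect and wells without enzyme for full effect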
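LDH5 2 nM; NADH 0.06 mM, pyruvate 0.2 mM; 200 mM Tris pH 7.4, EDTA, Tween-20; 5 min RT. Detection: diaphorase 0.133 mg/mL + resazurin 37 µM, fluorescence ex540/em590 at 0 and 20 min; normalized to enzyme-free and DMSO wells.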
PI4K2A block: qHTS for small molecular inhibitors of PI4K2A | Phosphatidylinositol 4-kinase type 2-alpha (Homo sapiens), Q9BTU6 | purified PI4K2A, ADP-Glo luminescence, 1 h; active compounds read low | activity change, negative = inhibition, % at 76.9 µM | 420,000 tested, 0.13% active | AID 1346378, 2018; in the data active = activity change below about -50%; inconclusive = mostly about -30% to -49%;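 note: -100% = wells without enzyme as full effect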
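In this quantitative HTS, ADP production by PI4K2A was quantified luminescently after 1 h at ambient temperature; 100 microM adenosine served as plate-quality control.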
mIDH1 inhibitor: qHTS for Inhibitors of mutant isocitrate dehydrogenase 1 (IDH1): qHTS | Isocitrate dehydrogenase [NADP] cytoplasmic (Homo sapiens), O75874 | IDH1-R132H enzyme, NADPH consumption, diaphorase/resazurin fluorescence | Potency, µM (highest dose often 76.6 µM), without a hit: at the top dose activity change, negative = inhibition, most hits filed as inhibitors | 390,000 tested, 0.093% active; note: potency is the fitted concentration of half-maximal effect; % is set by controls: 0 for no effect and ±100 for the full control effect; nearly all actives have a fitted effect of over 65% in size
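IDH1-R132H (0.5 ug/mL dispensed) in pH 7.5 Tris buffer was preincubated 30 min with compound, then given a substrate mix of 0.016 mM NADPH and 2 mM alpha-KG for 80 min at room temperature; remaining NADPH was read by diaphorase/resazurin fluorescence.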
Vif-A3F inh: qHTS for Inhibitors of Vif-A3F Interactions: qHTS. HeLa A3F-eYFP + Vif (tagged APOBEC3F with the HIV-1 protein that degrades it), YFP fluorescence increase. Potency, µM (doses to about 46.1 µM), for inactives: at the top dose activity, negative = active. 390,000 tested, 0.2% active. AID 602313, 2012; note: potency is the fitted concentration of half-maximal effect; % of control where 0% means no effect; nearly all actives have a fitted effect of over 65% in size
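HeLa cells stably expressing Vif plus C-terminally eYFP-tagged A3F were seeded, incubated overnight at 37 deg C, dosed with compound, incubated overnight again at 37 deg C. Yellow fluorescence (Ex 488/Em 500-530) reported blocked Vif-mediated A3F-eYFP degradation.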
Vif-APOBEC3G blk: qHTS for Inhibitors of Vif-A3G Interactions: qHTS | DNA dC->dU-editing enzyme APOBEC-3G (Homo sapiens), Q9HC16 | HeLa A3G-eYFP + Vif (tagged APOBEC3G with the HIV-1 protein that degrades it), YFP fluorescence, overnight | Potency, µM (titrated, usually from 46.1 µM), inactives show top-dose activity, negative = active, usual class: inhibitors | 410,000 tested, 0.076% active | AID 602310, 2012;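 note: potency is the fitted concentration of half-maximal effect; % is set by controls: 0 for no effect and ±100 for the full control effect; nearly all actives have a fitted effect of over 60% in size; hits raise eYFP signal because A3G escapes Vif-driven loss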
Target sequence (Q9HC16 whole entry, looked up): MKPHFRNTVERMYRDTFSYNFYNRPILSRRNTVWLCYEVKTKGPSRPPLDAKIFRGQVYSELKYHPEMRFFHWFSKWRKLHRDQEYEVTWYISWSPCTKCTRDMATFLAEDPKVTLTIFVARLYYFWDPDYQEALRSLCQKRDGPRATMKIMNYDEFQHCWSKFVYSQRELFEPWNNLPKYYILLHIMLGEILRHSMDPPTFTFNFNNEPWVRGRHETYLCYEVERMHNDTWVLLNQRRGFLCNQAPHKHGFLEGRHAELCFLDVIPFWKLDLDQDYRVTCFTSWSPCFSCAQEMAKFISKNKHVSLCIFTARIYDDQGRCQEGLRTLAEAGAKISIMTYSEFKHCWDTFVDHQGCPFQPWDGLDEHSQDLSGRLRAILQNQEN
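Read-out is eYFP fluorescence (Ex 488/Em 500-530) from Vif-expressing HeLa A3G-eYFP cells; more signal means A3G escaped Vif-mediated degradation. Cells plated overnight, compound pinned in, incubated overnight at 37 deg C.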
TrxR1 substrate: qHTS Assay for Substrates of Mammalian Selenoprotein Thioredoxin Reductase 1 (TrxR1): qHTS. Thioredoxin reductase 1, cytoplasmic (Rattus norvegicus), O89049. purified TrxR1 substrate turnover, NADPH consumption readout. Potency, µM (series often up to 114 µM), inactives show at the highest dose activity change, negative = substrate turnover. 390,000 tested, 0.01% active. AID 588456, 2011; note: potency is the fitted concentration of half-maximal effect; % is set by controls: 0 for no effect and ±100 for the full control effect; nearly all actives have a fitted effect of over 50% in size
Target sequence (O89049 whole entry, looked up): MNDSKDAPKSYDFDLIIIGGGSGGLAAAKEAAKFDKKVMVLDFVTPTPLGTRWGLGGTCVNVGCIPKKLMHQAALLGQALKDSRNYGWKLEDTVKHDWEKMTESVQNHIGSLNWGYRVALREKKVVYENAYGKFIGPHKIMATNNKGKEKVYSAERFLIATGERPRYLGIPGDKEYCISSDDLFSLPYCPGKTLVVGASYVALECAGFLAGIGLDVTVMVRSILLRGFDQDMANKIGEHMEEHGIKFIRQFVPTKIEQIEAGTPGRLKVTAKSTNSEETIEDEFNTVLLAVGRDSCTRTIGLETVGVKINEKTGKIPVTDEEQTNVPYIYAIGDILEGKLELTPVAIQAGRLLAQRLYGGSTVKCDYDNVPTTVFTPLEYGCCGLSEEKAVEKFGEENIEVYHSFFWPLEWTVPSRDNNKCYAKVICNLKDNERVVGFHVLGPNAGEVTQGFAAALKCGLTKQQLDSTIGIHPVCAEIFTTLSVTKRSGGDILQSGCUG
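Rat TrxR1, dispensed at 90 nM, was prereduced with 400 uM NADPH (final) for 5 min at ~22 deg C, then incubated with compound 15 min before 400 uM selenite. A first-read NADPH fluorescence drop versus no-compound background flagged substrates.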
USP1-UAF1 inh: Inhibitors of USP1/UAF1: Primary Screen; Ubiquitin carboxyl-terminal hydrolase 1 (Homo sapiens), O94782; recombinant USP1/UAF1, Ub-Rhodamine cleavage fluorescence; Potency, µM (series often up to 57.1 µM), for the others: at the highest dose activity change, negative = inhibition, most hits filed as inhibitors; 390,000 tested, 0.23% active; AID 743255, 2014; note: potency is the fitted concentration of half-maximal effect; % is set by controls: 0 for no effect and ±100 for the full control effect; nearly all actives have a fitted effect of over 60% in size; inactives centre near -12
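1 nM enzyme complex + cpd, 15 min RT; start with Ub-Rho 150nM final; kinetic fluorescence ex 480/em 540, 6 reads q60 s. Buffer 50mM HEPES pH 7.8, 0.5mM EDTA, 0.1 mg/ml BSA, 1mM TCEP, 0.01% Tween-20.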
RXFP1 agonist: qHTS Assay for Agonists of the Relaxin Receptor RXFP1; 370,000 tested, 0.3% active; Potency, µM (top dose mostly 57.5 µM), for inactives: top-dose activation, most hits filed as activators; AID 2676, 2010; HEK293T-RXFP1 cAMP TR-FRET, 30 min; response scale: percent of porcine relaxin response, buffer zero; Relaxin receptor 1 (Homo sapiens), Q9HBX9; note: potency is the fitted concentration of half-maximal effect; % is set by controls: 0 for no effect and ±100 for the full control effect; nearly all actives have a fitted effect of over 60% in size; many of its hits are not listed in these tables
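Agonist response is measured as cAMP accumulation in an RXFP1-transfected HEK293T line under PDE4 inhibition. Values are scaled between buffer-only and 29 nM porcine relaxin, and EC50s come from standard Hill equation fits.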
GRP78 ERSR act: qHTS for Inducers of the Endoplasmic Reticulum Stress Response (ERSR) in Human Glioma: qHTS. U87-MG GRP78 promoter luciferase reporter, 16 h. Potency, µM, without a hit: at the top dose activation, hits mostly activators. 420,000 tested, 0.02% active. AID 602332, 2012; note: potency is the fitted concentration of half-maximal effect; series mostly up to about 76 µM; % of control where 0% means no effect; nearly all actives have a fitted effect of over 35% in size
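Stably transfected U87-MG human glioma cells carrying a GRP78-based luminescent sensor were seeded at 1000 cells/well, pin-dosed with compounds and incubated 16 h. Luciferase reagent was then added, and end-point luminescence was read after 10 min at room temperature.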
* marks the source's active call; other numbers are inactive results; ? = inconclusive; · = no result given; & = joins results of further samples; [ ] = remark or other dose. Unless noted, calls come from the whole dose curve; as a rule, active = well fitted curve in the direction sought with a large enough effect; inconclusive = small, poorly fitted or top-dose-only effect, or another doubt; inactive = no such curve, though single readings can be large; an effect the other way counts as inactive or inconclusive. The list is partial. The share of hits here may be higher or lower than overall.

SMILES | LDHA inh | PI4K2A block | mIDH1 inhibitor | Vif-A3F inh | Vif-APOBEC3G blk | TrxR1 substrate | USP1-UAF1 inh | RXFP1 agonist | GRP78 ERSR act
COc1cc(CNS(=O)(=O)c2ccc3c(c2)CC(C)N3C(=O)C2CCC2)cc(OC)c1OC (stereo not drawn) | 0 | -3 | 10% | -4% | 9% | -3% | -8% | 0.8% | -4%
CCCNC(=O)c1onc(CSc2ccccn2)c1C(=O)NCCC | 0 | -2 | 16% | 3% | -9% | -3% | -21% | 0.0% | -4%
Cc1cccc(OCCNc2nc3c(c(=O)n(C)c(=O)n3C)n2C)c1 | 8&-8 | 3 | -7% | 0% | 0% | 6%[57.1 µM] | -1% | -4.1% | 0%
COc1cc([N+](=O)[O-])cc(/C=N/NC(=O)C(O)(c2ccccc2)c2ccccc2)c1O | 1 | 5 | -14% | ? | 3% | -8% | -12% | 0.3% | -10%
O=C(Cc1cccs1)N(Cc1ccco1)C1(C(=O)NC2CCCCC2)CCCCC1 | -4 | 2 | -9% | · | -1% | 3% | -9% | 0.1% | -4%
Cc1cc(C)nc(NC(=O)c2cnc3sccn3c2=O)n1 | -7 | 0 | -4% | 2% | -5% | 11% | -20% | 4.8% | -1%
CC(=O)NNC(=O)c1cc2c3ccccc3n(C)c2s1 | -11 | -1 | 3% | 6% | 2% | 9% | -8% | 0.5% | 0%
O=C(NCC(c1ccco1)N1CCc2ccccc21)C(=O)Nc1ccccc1 (stereo not drawn) | -12 | 4 | 0% | -22% | -6% | -4%[57.1 µM] | -8% | -0.2% | -1%
CCn1cc(/C=C(\NC(=O)c2ccc(OC)c(OC)c2)C(=O)NCCCn2ccnc2)c2ccccc21 | 0 | -6 | 5% | -2% | 3% | -4% | ? | -3.4% | -1%
N#Cc1c(N)nc2c3c(sc(=N)c2c1N)NC(=O)CC3c1ccccc1Cl (stereo not drawn) | ? | 1 | ? | -27% | ? | 30%[57.1 µM] | -5% | 1.5% | -16%
CCc1ccc(C(O)c2ncc(-c3ccccc3C)[nH]2)cc1 (stereo not drawn) | -9 | 0 | · | · | -3% | · | · | · | 2%
CCOc1ccc(CNC(=O)Cn2c(=O)c3cccn3c3ccc(F)cc32)cc1OC | -15 | -9 | -6% | 6% | 2% | 1% | ? | 5.3% | -3%
CCn1c2ccccc2c2nnc(NN)nc21 | -4 | -6 | 3% | -1% | 1% | -8% | ? | 5.1% | -5%
O=C(NC1CC1)C(Cl)c1ccccc1 (stereo not drawn) | -13 | 0 | 5% | -14% | 0% | 8% | -13% | 1.5% | -4%
N#CC(=C1NC(=O)c2ccccc21)c1nc2ccccc2n1CCO | -1 | -1 | 3% | -6% | 1% | · | 62%[activator] | · | 4%
Cn1c(CSc2nc3ccccc3s2)nnc1SCC(=O)NCCN1CCOCC1 | -2 | 1 | 6% | -3% | -1% | 9% | ? | -0.1% | 4%
O=C(NNC(=O)c1cc(-c2ccccc2)nn1-c1ccccc1)c1ccccc1 | -6 | -1 | -3% | -2% | -14% | -6% | -26% | -1.0% | -2%
O=C(COc1ccc(-c2nnco2)cc1)Nc1ccc(C(F)(F)F)cc1 | -1 | 0 | -9% | 1% | -3% | -1%[57.1 µM] | -24% | -0.4% | 0%
Cc1cc2nc3c(c(C(F)(F)F)n2n1)CCCC3 | 1 | 3 | 6% | -6% | 0% | -17%[57.1 µM] | -13% | -0.5% | -5%
O=C(CSc1nccn1-c1ccc(Cl)cc1)Nc1ccc2c(c1)OCO2 | -2 | -1 | 3% | 1% | -16% | -8%[57.1 µM] | -17% | -0.3% | -1%
COc1ccccc1NC(=O)COC(=O)C1CCN(/C=C/C(=O)C(F)(F)F)CC1 | 5 | -1 | 3% | -21% | -8% | -8% | -13% | -0.8% | -3%
CCCCn1c(SCC(=O)NCc2ccco2)nnc1-c1ccco1 | -9 | 0 | 0% | -17% | 2% | -2% | -10% | -0.5% | 1%
CC1CN(S(=O)(=O)c2ccc(C(=O)Nc3nnc(-c4ccco4)o3)cc2)CC(C)O1 (stereo not drawn) | 8 | 5 | -10% | 8% | 5% | 2% | -10% | 0.1% | -3%
CCC1(c2ccc(F)cc2)NC(=O)N(CC(=O)Nc2ccc(-c3nc4ccc(C)cc4s3)cc2)C1=O (stereo not drawn) | -6 | 1 | -5% | 3% | -23% | 51%[activator] | -15% | 0.3% | 3%
O=C(C1=NN[C@@H]2C(=O)N(c3cccc(F)c3)C(=O)[C@H]12)C(c1ccccc1)c1ccccc1 | -3 | 1 | 8% | 3% | 2% | -10% | -13% | 2.1% | -4%
CC1=CC2=NCC(O)CN2C=C1 (stereo not drawn) | -4 | -2 | 13% | -7% | -1% | 38%[activator][57.1 µM] | -10% | 1.2% | -3%
Cc1ccc(S(=O)(=O)Nc2cc(Cl)c3oc4c(c3c2)CCCC4)cc1 | 4 | -2 | 0% | 1% | -17% | -7% | -20% | 0.4% | 4%
CSc1ccc(/C=N/NC(=O)c2sccc2C)cc1 | 4 | ? | -4% | -21% | -1% | 11% | 2% | 5.0% | -8%
COc1ccc(S(=O)(=O)N2CCC(O)(c3cccnc3)CC2)cc1OC | -4 | 3 | 0% | -24% | -2% | 5%[57.1 µM] | -6% | 1.2% | -6%
CCN1CCN(c2ccc(NC(=O)c3cccc(OCc4ccccc4)c3)cc2)CC1 | -3 | -4 | 4% | 6% | -19% | -15% | 2% | 0.8% | -7%

Overlap with the part before: three compounds; new compounds follow.
SMILES | LDHA inh | PI4K2A block | mIDH1 inhibitor | Vif-A3F inh | Vif-APOBEC3G blk | TrxR1 substrate | USP1-UAF1 inh | RXFP1 agonist | GRP78 ERSR act
CSc1ccc(/C=N/NC(=O)c2sccc2C)cc1 | 4 | ? | -4% | -21% | -1% | 11% | 2% | 5.0% | -8%
COc1ccc(S(=O)(=O)N2CCC(O)(c3cccnc3)CC2)cc1OC | -4 | 3 | 0% | -24% | -2% | 5%[57.1 µM] | -6% | 1.2% | -6%
CCN1CCN(c2ccc(NC(=O)c3cccc(OCc4ccccc4)c3)cc2)CC1 | -3 | -4 | 4% | 6% | -19% | -15% | 2% | 0.8% | -7%
COc1ccccc1NC(=O)c1c[nH]c2ccccc12 | -2 | 4 | 3% | -11% | -7% | -3% | -16% | -0.8% | 6%
CCC(C)Sc1ccc([C@H]2N[C@@](Cc3ccccc3)(C(=O)OC)[C@H]3C(=O)N(CC)C(=O)[C@@H]23)cc1 (stereo partly drawn) | 2 | -4 | -4%[38.3 µM] | -4% | -2% | -8% | ? | 2.5% | -5%
Cc1ccc(C)c(N(CC(=O)N2CCc3ccccc3C2)S(C)(=O)=O)c1 | 3 | 1 | -6% | 5% | 2% | -1% | -10% | · | -3%
Cc1nn(CCCC(=O)NCc2ccccc2)c(=O)c2cc3sccc3n12 | -11 | 2 | -5% | -1% | 1% | 5% | -9% | 9.8% | -3%
NNc1nc(-c2ccccc2)c2cc(Cl)ccc2n1 | -3 | -1 | 4% | 1% | -3% | 5%[57.1 µM] | -2% | 1.4% | -9%
COc1ccc(-n2c(SCC(=O)Nc3ccc4c(c3)OCO4)nc3ccccc3c2=O)cc1 | -2 | 4 | 0% | -14% | 2% | 4% | -15% | -0.4% | -3%
Cc1ccc(C2CC2c2n[nH]c(=S)n2-c2cccc(Cl)c2)cc1 (stereo not drawn) | -8 | 0 | -7% | -25% | -11% | -12% | -9% | -0.2% | -3%
Nc1cccc(-c2cnc3ccccc3n2)c1 | 3 | -10 | -5% | -14% | -4% | -8% | -12% | 2.8% | -8%
CCCCC(=O)NS(=O)(=O)c1ccc(NS(C)(=O)=O)cc1 | -5 | 4 | -3% | -4% | 3% | 11%[57.1 µM] | -15% | -0.3% | -5%
Cn1cnnc1SCc1ccccc1 | -3 | 8 | 2% | 5% | 0% | -7% | -14% | -0.9% | -2%
Cc1ncc([N+](=O)[O-])n1CC(O)CCl (stereo not drawn) | -9 | -1&2 | 26% | 0% | -2% | 6% | -24% | 1.9% | -2%

As entered above.
Cn1c(CSc2nc3ccccc3s2)nnc1SCC(=O)NCCN1CCOCC1 in Vif-APOBEC3G blk is entered as -1%
N#CC(=C1NC(=O)c2ccccc21)c1nc2ccccc2n1CCO in mIDH1 inhibitor is entered as 3%
